Assay outcomes from PubChem.
Shn3 3UTR inh: inhibitors of Schnurri-3 3'UTR reporter in osteoblasts | Clone20 osteoblast Shn3 3'UTR firefly luciferase, 24 h | inhibition, % at 12.5 µM | 360,000 tested, 0.52% active | AID 588674;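 active means mean inhibition of at least 75% with every replicate also reaching 75%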;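 further: 0% = median of neutral control wells and 100% = pilot-screen positive control compound; some compounds past the cut are filed as inactive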
Peg3 promoter: inhibitors of Peg3 promoter; HeLa PEG-Prom luciferase reporter, luminescence, overnight; inhibition, % at 20 µM; 360,000 tested, 1.7% active; AID 588405;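 active means inhibition of at least 50% at 20 µM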
MITF TRPM1 inh: reduces MITF-dependent TRPM1 promoter luciferase signal | inhibition, % at 12.5 µM | AID 488899 | SK-MEL-5 TRPM1 promoter luciferase, 24 h | 330,000 tested, 0.83% active;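 active means mean inhibition across replicates of 60% or more, whatever share of single replicates reaches that level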; further: values of inactives mirror those of a sister screen read the other way
TROY signal inh: inhibitors of TROY-dependent NF-kB signaling | 360,000 tested, 0.98% active | inhibition, % at 10 µM | AID 1347056 | Q293 LMP1-TROYcd NF-kB luciferase reporter, 4 h;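 active means compounds whose plate-normalised and pattern-corrected inhibition of the luciferase reporter signal at the single screening dose is 50% or more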
HIF-2a inh: HIF-2a inhibition; 786-0 RCC cells HIF-2a reporter, luciferase luminescence, overnight; 360,000 tested, 0.72% active; inhibition, % at 18.8 µM; AID 624352;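 active means inhibition of the luminescence signal of 40% or more relative to plate controls, in a single-dose primary screen at 18.75 µM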
NR2E3 ag-1: activates human NR2E3 receptor; 360,000 tested, 0.35% active; CHO-S Gal4-NCOR/VP16-NR2E3 two-hybrid, luciferase; inhibition of corepressor binding, % at 3.98 µM; AID 602229; Q9Y5X4;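 active means inhibition above the mean of all tested compounds plus 3 SD, cut at about 70% in these data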;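 further: 0% = DMSO with NR2E3 transfected cells and 100% = cells lacking NR2E3 construct; higher means lower luciferase signal from less NR2E3 corepressor binding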
Target sequence (Q9Y5X4 whole entry, looked up, the tested form may be a part): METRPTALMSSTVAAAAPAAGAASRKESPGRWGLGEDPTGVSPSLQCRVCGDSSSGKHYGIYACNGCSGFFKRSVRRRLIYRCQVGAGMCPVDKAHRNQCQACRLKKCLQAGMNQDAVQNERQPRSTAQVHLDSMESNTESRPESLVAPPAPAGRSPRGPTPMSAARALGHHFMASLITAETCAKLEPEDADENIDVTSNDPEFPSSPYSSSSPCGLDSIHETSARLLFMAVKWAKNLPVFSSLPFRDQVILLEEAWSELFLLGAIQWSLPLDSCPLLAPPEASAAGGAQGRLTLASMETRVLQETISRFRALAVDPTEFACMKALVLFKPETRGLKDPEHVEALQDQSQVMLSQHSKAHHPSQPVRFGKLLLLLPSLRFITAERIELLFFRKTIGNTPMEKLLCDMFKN
KKLEB tox: counter-screen for CF NF-kB inhibitors: cytotoxicity. activity change (cytotoxicity), % at 5 µM. 360,000 tested, 0.36% active. KKLEB CF airway cells viability, ATPlite luminescence, overnight; active compounds read low; cells stimulated with P. aeruginosa culture filtrate. AID 602141;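 active means corrected activity change at or below -50% at 5 µM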
CF NFkB block: cystic fibrosis NF-kB activation inhibition; AID 588850; inhibition, % at 5 µM; KKLEB NF-kB-GFP reporter, PAF-induced, GFP fluorescence overnight; 360,000 tested, 0.86% active;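 active means at least 50% inhibition at 5 µM, scaled per plate between neutral and stimulator controls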;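 further: PAF is a Pseudomonas aeruginosa culture filtrate used as stimulus; plate controls were PAF-stimulated DMSO wells for no effect and unstimulated DMSO wells for full effect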
TWEAK Fn14 block: blocks TWEAK-Fn14 interaction in a reporter cell assay; AID 1159606; TWEAK-stimulated Fn14 reporter cells, luciferase luminescence, 8 h; inhibition, % at 10 µM; 360,000 tested, 2% active; in the data active means inhibition above about 50%
C8 TRAIL sens: sensitizes caspase-8 expressing cells to TRAIL; AID 624354; inhibition (viability loss, TRAIL sensitization), % at 10 µM; NB7+C8 cells + TRAIL, ATPlite viability luminescence; 360,000 tested, 1% active;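 active means compounds causing at least 50% loss of cell viability in the single-dose screen, relative to plate controls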
NR2E3 ag-2: activates human photoreceptor nuclear receptor NR2E3 | GST-NR2E3/biotin-RetCOR TR-FRET, 1536-well | 320,000 tested, 0.12% active | inhibition of corepressor binding, % at 4.78 µM | AID 2300 | Q9Y5X4;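 active means percent inhibition above the cutoff of mean plus 3 SD of all tested compounds, set per screening campaign, cut at about 20% in these data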;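 further: 0% = DMSO wells and 100% = biotin wells as full block of FRET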
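system = GST-tagged NR2E3 plus biotinylated RetCOR corepressor | input = 1.35 nM GST-NR2E3 | also added = 7 nM biotin-RetCOR | schedule = 5 h incubation at 4 °C | measured by = TR-FRET with europium anti-GST and streptavidin-D2, 340 nm excitation | read-out = percent loss of FRET ratio relative to control wells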
* marks the source's active call; other numbers are inactive results; x = no result given.

SMILES	Shn3 3UTR inh	Peg3 promoter	MITF TRPM1 inh	TROY signal inh	HIF-2a inh	NR2E3 ag-1	KKLEB tox	CF NFkB block	TWEAK Fn14 block	C8 TRAIL sens	NR2E3 ag-2
CNc1nnc(C(F)(F)F)s1	11	13	-2	12	19	-33	10	10	-8	8	4
Nc1nc(CSc2ncn[nH]2)nc(Nc2ccc(F)cc2)n1	-21	-65	-8	-22	-56	-17	-4	-14	-2	2	-2
COc1ccc2nc(N3CCCC3)c(C#N)cc2c1	-12	-27	-54	11	-10	-21	4	-16	8	0	-1
CCCNC(=O)N1CCN(S(=O)(=O)c2ccc(C)cc2)CC1	0	-3	5	3	8	-37	-4	2	5	-6	0
CCn1c(SCC(=O)NC2CCCCC2)nc2c(c1=O)SCC2	17	-3	0	2	6	-29	-12	4	-7	-1	4
CCOCCOC(=O)c1[nH]c2c(c1C)C(=O)CC(c1cc(OC)c(OC)c(OC)c1)C2 (stereo unspecified)	31	19	10	8	21	64	9	-13	2	20	-6
COc1ccc(CCNC(=O)c2c(Cl)ccc(Cl)c2OC)cc1OC	0	4	-7	15	9	15	-2	-22	-34	-2	2
COc1cccc(/C=C/C(=O)OCC(=O)NCc2ccco2)c1	-18	13	14	9	7	-10	-2	-8	21	3	4
Cc1ccc(NC(=O)CN2CCN(CCN=CC3=C(O)CC(c4ccccc4)CC3=O)CC2)cc1 (stereo unspecified)	-3	-12	2	11	35	-30	-7	9	3	-2	-1
Cc1cc(C(=O)OCC(=O)NCc2cccs2)ccc1[N+](=O)[O-]	-17	-4	17	-18	4	-33	0	-7	1	-32	x
CCc1nnc(N2C(=O)c3cccc4cccc(c34)C2=O)s1	-57	14	13	-3	-1	-13	-3	-9	-4	-4	-3
CC1CCN(Cc2cnc(Cl)s2)CC1	0	-13	-25	-7	1	-4	2	5	2	0	3

Next section; the last 4 above are carried over.
SMILES	Shn3 3UTR inh	Peg3 promoter	MITF TRPM1 inh	TROY signal inh	HIF-2a inh	NR2E3 ag-1	KKLEB tox	CF NFkB block	TWEAK Fn14 block	C8 TRAIL sens	NR2E3 ag-2
Cc1ccc(NC(=O)CN2CCN(CCN=CC3=C(O)CC(c4ccccc4)CC3=O)CC2)cc1 (stereo unspecified)	-3	-12	2	11	35	-30	-7	9	3	-2	-1
Cc1cc(C(=O)OCC(=O)NCc2cccs2)ccc1[N+](=O)[O-]	-17	-4	17	-18	4	-33	0	-7	1	-32	x
CCc1nnc(N2C(=O)c3cccc4cccc(c34)C2=O)s1	-57	14	13	-3	-1	-13	-3	-9	-4	-4	-3
CC1CCN(Cc2cnc(Cl)s2)CC1	0	-13	-25	-7	1	-4	2	5	2	0	3
CCOc1ccc(-c2c(C(=O)N/N=C/c3cccnc3)nnn2-c2nonc2N)cc1	-17	11	1	-28	4	1	4	-1	7	-12	-2
COc1ccc(OC)c(NC(=O)CCNS(=O)(=O)c2cccc3nonc23)c1	-8	9	13	-4	2	-3	4	1	3	-5	3
O=C(Cn1c(=S)[nH]c2ccccc2c1=O)NCCc1ccccc1	-9	13	9	0	1	-16	-12	11	-11	-9	0
N#CC(c1ccc([N+](=O)[O-])cc1)C(CC(=O)c1ccccc1)c1ccccc1 (stereo unspecified)	34	-8	2	-5	-59	-10	2	-9	-15	14	x
Cc1onc(-c2ccccc2Cl)c1C(=O)N(Cc1ccc(N(C)C)cc1)C(C)C	15	23	1	3	15	17	1	4	13	3	-1
Cc1nn(Cc2ccc(F)cc2)c(C)c1NC(=O)C1c2ccccc2Oc2ccccc21	8	4	7	1	21	4	10	24	4	9	2
COc1ccc2[nH]c(O)c(N=NC(=N)N)c2c1	5	0	-9	10	12	-4	-2	0	-12	-4	-11
O=C(Nc1c(C(=O)N2CCOCC2)cnn1-c1ccccc1)c1ccccc1F	7	-1	4	22	5	-2	-3	6	-7	1	0
CC(C)c1ccc(CN2C(=O)c3ccccc3S2(=O)=O)cc1	13	-74	-7	-28	-80	-28	-7	19	-12	14	2
CC(=O)c1c(C)[nH]c(C(=O)Nc2ccc(Cl)cc2)c1C	-50	-321	-95	-59	-243	-158	-8	-34	-16	-6	0
Cc1ccc(S(=O)(=O)C2(C(=O)NCCc3ccccc3)CC2)cc1	-8	-3	-6	25	7	-30	0	-6	1	16	3
CN(C)c1ccc(CNc2ccccn2)cc1	-75	-147	-74	-43	-182	-26	-5	-1	-8	5	0

Grouped by structure, those above with a Cl atom (four)
SMILES	Shn3 3UTR inh	Peg3 promoter	MITF TRPM1 inh	TROY signal inh	HIF-2a inh	NR2E3 ag-1	KKLEB tox	CF NFkB block	TWEAK Fn14 block	C8 TRAIL sens	NR2E3 ag-2
COc1ccc(CCNC(=O)c2c(Cl)ccc(Cl)c2OC)cc1OC	0	4	-7	15	9	15	-2	-22	-34	-2	2
CC1CCN(Cc2cnc(Cl)s2)CC1	0	-13	-25	-7	1	-4	2	5	2	0	3
Cc1onc(-c2ccccc2Cl)c1C(=O)N(Cc1ccc(N(C)C)cc1)C(C)C	15	23	1	3	15	17	1	4	13	3	-1
CC(=O)c1c(C)[nH]c(C(=O)Nc2ccc(Cl)cc2)c1C	-50	-321	-95	-59	-243	-158	-8	-34	-16	-6	0

(continued)
SMILES	Shn3 3UTR inh	Peg3 promoter	MITF TRPM1 inh	TROY signal inh	HIF-2a inh	NR2E3 ag-1	KKLEB tox	CF NFkB block	TWEAK Fn14 block	C8 TRAIL sens	NR2E3 ag-2
CC(=O)c1cccc(-n2nnnc2SCC(=O)Nc2ccccc2N2CCCCC2)c1	40	42	5	21	24	-19	-2	7	11	-6	4
CC(C(=O)N1CCc2ccccc2C1)N(c1ccccc1)S(C)(=O)=O (stereo unspecified)	5	-20	-4	-1	-21	-15	-3	7	11	-21	-2
COc1ccc2[nH]c3c(c2c1)CCN1C(=O)C(CC(=O)NCc2ccco2)C[C@H](C(=O)N2CCCCC2)[C@@]31C (stereo partly specified)	23	14	-1	-1	8	-8	-1	-9	-4	-21	x
Cc1ccccc1OCCn1cnc2c(N)ncnc21	1	-16	2	-10	8	21	-22	6	11	-9	4
COc1ccc(C2=NOC(Cn3nc(C(=O)NCc4ccc5c(c4)OCO5)cc3-c3ccccc3)C2)cc1 (stereo unspecified)	32	20	-3	6	10	15	-23	-13	29	2	5
CSCC[C@H](NC(=O)C1CCN(C(=O)[C@H](Cc2ccccc2)NS(=O)(=O)c2ccc(C)cc2)CC1)C(=O)O	-13	6	-7	-10	11	-9	-11	6	-2	5	-3
COC(=O)c1cc(S(=O)(=O)N2CCN(c3ccccc3)CC2)c[nH]1	13	17	x	10	8	0	-12	-6	13	3	1
Cc1cc(C)cc(N(CCC(=O)Nc2nnc(C)s2)S(=O)(=O)c2ccc(Cl)cc2)c1	-5	27	7	10	26	-18	-2	-35	6	-9	2
O=C(Nc1ccc(N2CCN(C(=O)c3ccccc3F)CC2)cc1)c1cncc(Br)c1	15	8	5	64*	20	-17	-1	69*	64*	8	3
NC(=O)c1ccccc1Br	10	9	-4	-9	12	-5	-7	13	-13	10	-1
O=S(=O)(c1ccccc1)N1CCN(c2nnnn2-c2ccccc2)CC1	-19	16	0	-7	9	-6	-3	9	7	-6	-1
CCOC(=O)Nc1cccc(OCC(=O)Nc2ccc(OC)cc2OC)c1	-1	6	-7	-16	-5	-2	8	11	-2	5	5
Nc1ccccc1SSc1ccccc1N	-32	-33	-13	17	-3	-52	4	-28	10	-1	-6
CCCCn1c(C(C)NC(=O)CC)nc2ccccc21 (stereo unspecified)	-13	9	-8	0	16	-37	27	-25	12	5	-2
COc1ccccc1NC(=O)C1CCCN(C(=O)Nc2ccc(F)cc2)C1 (stereo unspecified)	16	-12	9	-8	10	-17	-1	4	-4	20	1
Cc1[nH]c(=O)sc1C(=O)NCc1ccc([N+](=O)[O-])cc1	2	2	x	-28	-4	-26	-3	-14	7	-12	x
CC(C)OC(=O)c1cccnc1N1CCN(c2ccc(F)cc2)CC1	-9	10	-6	-12	-9	-10	-6	-13	6	-3	0
CCOCCCN(C(=O)Nc1ccc(CC)cc1)C1CCN(C(C)=O)CC1	0	-10	-11	-41	13	1	12	0	-17	-10	1
Cc1oc(-c2ccccc2Cl)nc1CS(=O)CC(=O)NCc1ccco1 (stereo unspecified)	2	-5	3	-25	11	24	5	-3	-4	-17	0
COc1ccc(S(=O)(=O)Nc2cc(C)on2)cc1OC	-6	-3	-7	2	12	-15	3	-13	6	-14	-4
Cn1c2ccccc2c(=O)c2c(=O)n(Cc3ccccc3)c(-c3ccc(F)cc3)nc21	-46	10	3	-39	15	-4	23	-19	-48	12	-2
O=C(CSc1ccc(-c2ccco2)nn1)NC1CCCC1	-18	8	5	4	8	-25	-5	9	-4	-4	0

Some of these compounds in order of the HIF-2a inh value, highest first:
Structure,Shn3 3UTR inh,Peg3 promoter,MITF TRPM1 inh,HIF-2a inh,NR2E3 ag-1,CF NFkB block,TWEAK Fn14 block,NR2E3 ag-2
CCOCCCN(C(=O)Nc1ccc(CC)cc1)C1CCN(C(C)=O)CC1,0,-10,-11,13,1,0,-17,1
COc1ccc2[nH]c(O)c(N=NC(=N)N)c2c1,5,0,-9,12,-4,0,-12,-11
O=C(CSc1ccc(-c2ccco2)nn1)NC1CCCC1,-18,8,5,8,-25,9,-4,0
CC(=O)c1c(C)[nH]c(C(=O)Nc2ccc(Cl)cc2)c1C,-50,-321,-95,-243,-158,-34,-16,0

The list is partial. The share of hits here may be higher or lower than overall.
